Screening data (PubChem BioAssay)
LDHA inh – qHTS assay for inhibitors of human lactate dehydrogenase. purified LDHA, NADH/diaphorase-resazurin fluorescence; hits give low values. activity change, % (values are at about 110 or 230 µM). 480,000 compounds, 0.15% hits. AID 1347041, 2019; in the data active = activity change below about -30%; inconclusive = mostly about -25% to -30%;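 also: plate controls were DMSO wells for no effect and wells without enzyme for full effect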
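LDH5 2 nM; NADH 0.06 mM, pyruvate 0.2 mM; 200 mM Tris pH 7.4, EDTA, Tween-20; 5 min RT. Detection: diaphorase 0.133 mg/mL + resazurin 37 µM, fluorescence ex540/em590 at 0 and 20 min; normalized to enzyme-free and DMSO wells.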
ALOX12 inh – Primary qHTS assay for inhibitors of human arachidonate 12S-lipoxygenase (ALOX12): Round 2. Potency, µM (top dose mostly 108 µM), without a hit: at the highest dose activity change, negative = inhibition, hits mostly inhibitors. purified 12hLO, xylenol orange hydroperoxide absorbance. 580,000 compounds, 1.1% hits; active = well fitted inhibition curve with a large enough effect; inconclusive = small, poorly fitted or top-dose-only effect, or another doubt; inactive = no such curve, though single readings can be large or run the other way; also: potency is read from the fitted curve at half-maximal effect
Target sequence (P18054 whole entry, looked up): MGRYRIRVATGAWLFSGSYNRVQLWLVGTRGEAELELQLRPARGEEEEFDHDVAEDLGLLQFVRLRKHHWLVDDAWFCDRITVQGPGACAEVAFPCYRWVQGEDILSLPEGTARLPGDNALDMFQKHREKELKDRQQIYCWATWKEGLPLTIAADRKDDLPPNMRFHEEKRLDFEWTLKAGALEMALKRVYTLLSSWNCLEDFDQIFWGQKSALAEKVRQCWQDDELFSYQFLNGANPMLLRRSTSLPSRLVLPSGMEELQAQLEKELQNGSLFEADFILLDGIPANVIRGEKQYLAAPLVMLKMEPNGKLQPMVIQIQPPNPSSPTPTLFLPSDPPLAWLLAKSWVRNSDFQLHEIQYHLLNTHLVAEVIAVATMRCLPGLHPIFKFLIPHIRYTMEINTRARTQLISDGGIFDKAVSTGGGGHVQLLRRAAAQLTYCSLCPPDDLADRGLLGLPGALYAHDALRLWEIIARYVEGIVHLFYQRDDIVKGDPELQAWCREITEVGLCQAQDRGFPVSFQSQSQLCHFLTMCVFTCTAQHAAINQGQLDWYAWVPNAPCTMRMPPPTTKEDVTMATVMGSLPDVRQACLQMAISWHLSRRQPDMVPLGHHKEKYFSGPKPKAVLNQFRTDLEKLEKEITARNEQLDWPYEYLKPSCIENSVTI
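Purified human 12hLO (150 nM final) in 25 mM Hepes, 0.01% Triton X-100, pH 7.0 was preincubated 15 min at room temperature with compound. Then 40 uM arachidonic acid was added, 30 min. Hydroperoxide was read by Fe-XO absorbance ratio 573/405 nm.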
The depositor's hits bear a star; [ ] = dose if it differs, or a comment. Unless noted, % is scaled to controls: 0 for no effect and ±100 for the full control effect. This is a subset; rates above refer to the full screens.

What do the screens show for `CS(=O)(=O)N1CCCc2cc(C(=O)Nc3cccc(-c4nnc5n4CCCCC5)c3)ccc21`?
LDHA inh: -6.3; ALOX12 inh: -7.5%

What do the screens show for `CCCCNC(=O)C1C(c2ccccc2)=Nc2ccccc2N1C(=O)c1ccc(C(F)(F)F)cc1` (stereo unspecified)?
LDHA inh: -1.8; ALOX12 inh: -29.9%

Results for Cc1c(S(=O)(=O)N2CCCC2c2ccc(F)cc2)cnn1C(F)F (stereo unspecified) ?
LDHA inh: 10.6; ALOX12 inh: 9.1%

Results for Cc1ccc(C)c(NC(=O)C(Nc2ccc3oc(C)nc3c2)c2ccccc2)c1 (stereo unspecified) ?
LDHA inh: -20.5; ALOX12 inh: inconclusive

How did CCCCn1c(N)c(N(C(=O)c2cc(CCC)c(C)s2)C2CCCC2)c(=O)[nH]c1=O do in these assays?
LDHA inh: 11.2; ALOX12 inh: 24.1%

What do the screens show for `COC(=O)c1cc(-c2nc3ccccc3[nH]2)c(-c2ccc(OC)cc2)nc1C`?
LDHA inh: 0.6; ALOX12 inh: 25.1%

How did O=C(OCc1cc(=O)oc2cc(O)ccc12)c1n[nH]c2ccccc12 do in these assays?
LDHA inh: -2.2; ALOX12 inh: 25.1µM*

How did COC(=O)c1sc(=S)n(-c2c(C)cccc2C)c1N do in these assays?
LDHA inh: 3.3; ALOX12 inh: inconclusive

How did Cc1nc(SCc2nc(-c3cccc(Cl)c3)oc2C)[nH]c(=O)c1C do in these assays?
LDHA inh: 8.4; ALOX12 inh: -16.7%

What do the screens show for `CC(Sc1ncc(-c2ccc(F)cc2)o1)C(=O)N(C)Cc1ccccc1` (stereo unspecified)?
LDHA inh: 5.8; ALOX12 inh: inconclusive

Results for Cc1occc1-c1nnc(SCc2cc(Cl)c3c(c2)OCCO3)n1C ?
LDHA inh: -4.1; ALOX12 inh: inconclusive

What do the screens show for `Cc1occc1C(=O)N(Cc1cccs1)C1CC1`?
LDHA inh: -5.2; ALOX12 inh: 3.7%

Next section (3 carried over from the part before).
What do the screens show for `CC(Sc1ncc(-c2ccc(F)cc2)o1)C(=O)N(C)Cc1ccccc1` (stereo unspecified)?
LDHA inh: 5.8; ALOX12 inh: inconclusive

Results for Cc1occc1-c1nnc(SCc2cc(Cl)c3c(c2)OCCO3)n1C ?
LDHA inh: -4.1; ALOX12 inh: inconclusive

What do the screens show for `Cc1occc1C(=O)N(Cc1cccs1)C1CC1`?
LDHA inh: -5.2; ALOX12 inh: 3.7%

What do the screens show for `CCN(c1ccccc1)c1nnc(NC(=O)Nc2ccc(OC)c(OC)c2)s1`?
LDHA inh: -4.3; ALOX12 inh: 75.9%[activator]

Results for C1=C(c2cn(-c3nc4ccccc4s3)nn2)CCCC1 ?
LDHA inh: 6.7; ALOX12 inh: inconclusive

How did CCOc1ccc(NC(=O)CSc2nc3ccccc3c(=O)n2CCn2cc(Cl)cn2)cc1 do in these assays?
LDHA inh: 1.7; ALOX12 inh: -11.1%

How did CCNC(=O)c1cccc(NC(=O)c2cc(=O)c3cc(C)ccc3o2)c1 do in these assays?
LDHA inh: -10.2; ALOX12 inh: -32.9%

What do the screens show for `COCc1nnc(NC(=O)c2cccc3c2ccn3C)s1`?
LDHA inh: -0.7; ALOX12 inh: -10.0%

Results for Cn1c(SCc2coc(-c3cccs3)n2)nnc1-c1ccccc1 ?
LDHA inh: 3.6; ALOX12 inh: inconclusive

How did CCOc1ccc(NC(=O)Cn2c(NCc3ccccc3)nc3ccccc32)cc1 do in these assays?
LDHA inh: 1.9; ALOX12 inh: -15.5%

How did COc1cccc(/C=C/C(=O)OCc2ccc(C#N)cc2)c1OC do in these assays?
LDHA inh: -0.4; ALOX12 inh: 1.3%

Results for Cc1ccc(-c2cc(Nc3cccc(C)c3C)nc(C)n2)cc1 ?
LDHA inh: -7.0; ALOX12 inh: inconclusive

What do the screens show for `O=C(O)CCCOc1ccc(Cl)cc1`?
LDHA inh: 1.0; ALOX12 inh: 23.6%

What do the screens show for `Nc1nc2ccccc2cc1C(=O)NCc1ccc(-c2ccccc2)cc1`?
LDHA inh: -11.1; ALOX12 inh: 7.6%

Results for C(=N\N(c1ccccc1)c1ccccc1)/c1ccco1 ?
LDHA inh: -6.5; ALOX12 inh: inconclusive

How did CCCCC(CC)C(=O)Nc1cccc2ccccc12 (stereo unspecified) do in these assays?
LDHA inh: 16.3; ALOX12 inh: 1.0%

How did COc1ccc(NC2=NS(=O)(=O)C(c3ccc(C(C)C)cc3)=C2C)cc1Cl do in these assays?
LDHA inh: 3.7; ALOX12 inh: -5.6%

Results for COc1cc(/C=C(/C#N)S(=O)(=O)c2ccc(Cl)cc2)cc(OC)c1 ?
LDHA inh: 10.3; ALOX12 inh: inconclusive

What do the screens show for `C=CCSC1=N/C(=C\c2ccc(OC)cc2)C(=O)S1`?
LDHA inh: 2.9; ALOX12 inh: 42.0%[activator]

How did Fc1ccc(-c2noc(-c3ccc[nH]3)n2)cc1 do in these assays?
LDHA inh: 3.7; ALOX12 inh: 8.3%

What do the screens show for `N#Cc1ccc(C(=O)NCCc2ccccn2)cc1`?
LDHA inh: 8.2; ALOX12 inh: inconclusive

What do the screens show for `CCOc1ccc(CCN2C(=O)C(=O)N([C@@H](Cc3ccc(O)cc3)CN3CCC[C@H]3CN3C(=O)C(=O)NC[C@@H]3Cc3ccccc3)C[C@@H]2Cc2ccc(O)cc2)cc1`?
LDHA inh: 2.4; ALOX12 inh: inconclusive

Results for COC(=O)/C(C#N)=C\c1cn[nH]c1C(C)(C)C ?
LDHA inh: 5.2; ALOX12 inh: -11.7%

Results for Cn1c(=O)[nH]c(=O)c2c1nc(N1CCN(CC(N)=O)CC1)n2Cc1ccccc1Cl ?
LDHA inh: -7.7; ALOX12 inh: -32.4%

How did N#Cc1nc(COc2ccccc2F)oc1N1CCN(c2ccccc2)CC1 do in these assays?
LDHA inh: 1.6; ALOX12 inh: 23.2%

What do the screens show for `CCc1ccccc1NC(=O)CN(c1ccc(C)c(C)c1)S(=O)(=O)c1ccsc1C(=O)OC`?
LDHA inh: 8.1; ALOX12 inh: -3.6%

What do the screens show for `FC(F)(F)c1cc(-c2ccco2)nc(=S)[nH]1`?
LDHA inh: 7.8; ALOX12 inh: 0.6%

Sorted by formula weight (falling): some entries from above.
How did N#Cc1nc(COc2ccccc2F)oc1N1CCN(c2ccccc2)CC1 do in these assays?
LDHA inh: 1.6; ALOX12 inh: 23.2%

What do the screens show for `C=CCSC1=N/C(=C\c2ccc(OC)cc2)C(=O)S1`?
LDHA inh: 2.9; ALOX12 inh: 42.0%[activator]

What do the screens show for `N#Cc1ccc(C(=O)NCCc2ccccn2)cc1`?
LDHA inh: 8.2; ALOX12 inh: inconclusive

How did Fc1ccc(-c2noc(-c3ccc[nH]3)n2)cc1 do in these assays?
LDHA inh: 3.7; ALOX12 inh: 8.3%

The results go on.
How did CN(CC(=O)Nc1cccc(F)c1)Cc1ncc(-c2ccccc2)o1 do in these assays?
LDHA inh: 2.3; ALOX12 inh: 19.2%

What do the screens show for `FC(F)(F)c1cccc(NC(=S)N2CCSC2c2ccc(Br)cc2)c1` (stereo unspecified)?
LDHA inh: -4.0; ALOX12 inh: inconclusive

Results for Cc1ccc(S(=O)(=O)CC(=O)c2ccc(Cl)cc2)cc1 ?
LDHA inh: -4.9; ALOX12 inh: 5.7%

What do the screens show for `CCONC(=O)c1ccc(N(C)C)cc1`?
LDHA inh: 1.6; ALOX12 inh: 1.6%

Results for COCCN1C(=O)COc2ccccc2C1C(=O)NC(C)(C)C (stereo unspecified) ?
LDHA inh: -3.7; ALOX12 inh: -26.7%

How did N#Cc1nc(-c2ccc(OCc3ccc(Cl)cc3)cc2)oc1NCCN1CCOCC1 do in these assays?
LDHA inh: -9.3; ALOX12 inh: -28.9%

Results for NC(=O)c1nc(Nc2ccccc2)sc1NC(=O)CC1CCCC1 ?
LDHA inh: 3.8; ALOX12 inh: -10.0%

How did O=C(Nc1ccc(Cl)c(C(F)(F)F)c1)c1ccc(Cl)cc1Cl do in these assays?
LDHA inh: -19.3; ALOX12 inh: inconclusive

Results for COc1cc(CNC(c2ccccc2)c2ccccc2)cc(OC)c1 ?
LDHA inh: 0.2; ALOX12 inh: 27.2%

Results for Cc1ccc(C(=O)CC2(O)C(=O)Nc3ccc(F)cc32)cc1 (stereo unspecified) ?
LDHA inh: -7.6; ALOX12 inh: 5.0%

Results for CCN(CC)S(=O)(=O)c1ccc(N(C)C)c(NS(=O)(=O)c2c(C)cc(C)cc2C)c1 ?
LDHA inh: -3.0; ALOX12 inh: inconclusive

Results for Cc1cccc(OCCN(C)C(=O)c2cc(=O)c3ccccc3o2)c1 ?
LDHA inh: -2.3; ALOX12 inh: -3.6%

Results for CCNC(=S)NNC(=O)C1CC1 ?
LDHA inh: -0.8; ALOX12 inh: 1.8%

Results for Cc1nc2cc(NC(=O)COc3ccccc3C)ccc2o1 ?
LDHA inh: -4.6; ALOX12 inh: 0.4%

Results for CCCN1C=NS(=O)(=O)c2cc(C(=O)NC(C)(C)C)ccc21 ?
LDHA inh: 2.2; ALOX12 inh: 3.6%

How did O=C(CCc1cccnc1)Nc1cnc2ccccc2c1 do in these assays?
LDHA inh: -1.6; ALOX12 inh: -20.4%

Results for CC(OC(=O)c1ccc(S(=O)(=O)N(C)C)cc1)C(=O)c1ccccc1 (stereo unspecified) ?
LDHA inh: 5.8; ALOX12 inh: 21.2%

How did CCCCCc1ccc(-c2ccc(C3CCC(CCC)CC3)cc2)nc1 (stereo unspecified) do in these assays?
LDHA inh: 5.1; ALOX12 inh: 32.2%[activator]

What do the screens show for `Cc1cc(C(=O)COc2ncnc3ccc(Br)cc23)c(C)n1C`?
LDHA inh: -2.0; ALOX12 inh: 1.0%

Results for C=CCCC(=O)NC1CCN(Cc2cccc(C(F)(F)F)c2)CC1 ?
LDHA inh: 9.2; ALOX12 inh: 39.2%[activator]

Results for COc1ccc2cc(C(=O)N3CCN(S(=O)(=O)c4ccccc4C(F)(F)F)CC3)c(C)nc2c1 ?
LDHA inh: 7.3; ALOX12 inh: 16.8%

How did COc1cccc2cc(-c3nc(-c4ccc(Cl)cc4)no3)c(=O)oc12 do in these assays?
LDHA inh: -2.9; ALOX12 inh: 9.2%

How did CCCCCCCCS(=O)CCCl (stereo unspecified) do in these assays?
LDHA inh: 5.1; ALOX12 inh: -21.7%

How did O=C(NCC1CC1)c1cn(-c2ccccc2)nc1-c1cccnc1 do in these assays?
LDHA inh: -2.1; ALOX12 inh: 19.2%

Results for Cc1c(-c2ccccc2)oc2c(C(=O)Nc3ccc(C(N)=O)cc3)cccc2c1=O ?
LDHA inh: -12.0; ALOX12 inh: inconclusive

What do the screens show for `CCn1c(SCC(=O)OC)nc2c1c(=O)n(C)c(=O)n2C`?
LDHA inh: 1.3; ALOX12 inh: 17.5%

How did Cc1ccc(NC(=O)CSc2nc3ccccc3o2)cc1 do in these assays?
LDHA inh: -4.7; ALOX12 inh: -13.1%

What do the screens show for `CC(C)CC(=O)N1CCC(N2CCN(C)CC2)CC1`?
LDHA inh: 8.2; ALOX12 inh: inconclusive

How did Cc1c(C#N)c(NC(=O)CN2CCNC(=O)C2)n(Cc2ccco2)c1C do in these assays?
LDHA inh: 11.3; ALOX12 inh: 7.9%

Results for Cc1oc2ncnc(N3CCOCC3)c2c1C(=O)Nc1ccc(C(C)C)cc1 ?
LDHA inh: 12.6; ALOX12 inh: -4.2%

How did CC(C)(C)C(=O)c1c(N)[nH]c(C(=O)c2ccccc2)c1-c1ccc(Cl)cc1 do in these assays?
LDHA inh: 5.6; ALOX12 inh: -8.2%

How did Cc1cccc(NC(=O)c2nn(C)c(=O)c3ccccc23)c1 do in these assays?
LDHA inh: 10.0; ALOX12 inh: 14.3%

What do the screens show for `O=C(CCc1cc2ccccc2o1)NC1CCCCC1`?
LDHA inh: 2.3; ALOX12 inh: -26.6%

Results for C/C(=N\N=C(N)N)C1CCCCCCCCCCC1 ?
LDHA inh: 2.7; ALOX12 inh: inconclusive

What do the screens show for `CCNc1nc2c(c(=O)[nH]c(=O)n2C)n1CCOc1ccccc1`?
LDHA inh: 4.0; ALOX12 inh: 13.8%

What do the screens show for `O=C(Nc1ccccc1I)C1CCCC1`?
LDHA inh: 4.2; ALOX12 inh: inconclusive

Results for CC(=O)c1cccc(NC(=O)C2(c3cccc(Br)c3)CCCC2)c1 ?
LDHA inh: -23.9; ALOX12 inh: -4.2%

Results for Cc1cccc(OCCn2cc(S(=O)(=O)N3CCCC3)ccc2=O)c1 ?
LDHA inh: 2.3; ALOX12 inh: -8.9%

Results for CCCOc1ccc(/C=C/C(=O)Nc2cccc3cccnc23)cc1OC ?
LDHA inh: 0.9; ALOX12 inh: -0.1%

How did COc1ccccc1CNc1oc(-c2ccc(C)cc2)nc1C#N do in these assays?
LDHA inh: 5.7; ALOX12 inh: -9.0%
